Bioassay records deposited in PubChem by several laboratories.
APP 5UTR inh: inhibitors of APP translation via 5'UTR reporter, primary screen, APP 5'UTR luciferase, SH-SY5Y cells; SH-SY5Y APP 5'UTR-luciferase reporter, luminescence; inhibition, % at 2 µM; 190,000 tested, 0.82% active; AID 1285, 2008;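 active = inhibition above a set limit, derived from the sample mean plus 3 SD, cut at about 45% in these data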; also: values of inactives mirror those of a sister screen read the other way
FLuc act counter: FLuc activators, initial screening, artefact control for FLuc-dependent activation tests, biochemical, ATPlite luminescence; Luciferin 4-monooxygenase (Photinus pyralis), P08659; ATPlite luciferase biochemical, 10 min; 0 = ATP-free wells, 1 = DMSO control; activation factor at 10 µM; 200,000 tested, under 10 active; AID 1027, 2008;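 active = luciferase activation factor, scaled between plate controls, of at least 2 with compound at 10 µM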
Target sequence (P08659 whole entry, looked up): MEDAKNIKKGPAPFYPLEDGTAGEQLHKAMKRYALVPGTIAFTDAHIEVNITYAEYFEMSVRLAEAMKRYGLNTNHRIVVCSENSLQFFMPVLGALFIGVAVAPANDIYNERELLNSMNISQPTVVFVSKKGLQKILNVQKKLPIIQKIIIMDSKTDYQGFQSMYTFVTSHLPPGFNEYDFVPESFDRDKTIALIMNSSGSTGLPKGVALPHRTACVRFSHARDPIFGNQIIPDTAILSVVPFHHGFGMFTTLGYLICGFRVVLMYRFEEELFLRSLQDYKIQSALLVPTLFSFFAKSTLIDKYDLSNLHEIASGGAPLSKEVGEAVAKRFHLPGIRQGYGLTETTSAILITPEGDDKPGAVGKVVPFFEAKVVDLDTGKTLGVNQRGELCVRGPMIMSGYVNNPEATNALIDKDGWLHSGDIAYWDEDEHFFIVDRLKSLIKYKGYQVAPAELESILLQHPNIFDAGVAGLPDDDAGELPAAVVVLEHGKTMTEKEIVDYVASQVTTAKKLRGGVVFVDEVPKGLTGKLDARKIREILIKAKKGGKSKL
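test system = cell-free luciferase reagent | medium = PBS as buffer for the ATP substrate | dosing = test compounds dosed from 2 mM stocks in 100% DMSO | incubation = 10 min at ambient temperature | detection = luminescence measurement of luciferase light output | benchmarks = low control with PBS replacing ATP, high control enzyme plus ATP without compound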
FLuc inh counter: firefly luciferase enzyme inhibitors, primary screen, artefact control for luciferase-based inhibitor screens, biochemical, luminescence, ATPLite | Luciferin 4-monooxygenase (Photinus pyralis), P08659 | 10 min | inhibition, % at 10 µM | 200,000 tested, 1.5% active | AID 1006, 2008;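 active = inhibition above about 50% when tested at 10 µM, limit read from the data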
APP 5'UTR act: activators of APP 5'UTR luciferase reporter, primary screen, SH-SY5Y cells | SH-SY5Y APP 5'UTR luciferase reporter, luminescence; zero percent = DMSO vehicle wells | activation, % at 2 µM | 190,000 tested, 1% active;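 active = activation above a set limit, based on mean plus 3 SD of controls, cut at about 140% in these data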; also: values of inactives mirror those of a sister screen read the other way
ROMK primary: ROMK potassium channel modulators, primary screen, cell-based, thallium flux, MLSMR library; Tet-inducible ROMK, thallium flux fluorescence; actives lie on both sides; B-score at 10 µM; 130,000 tested, 2% active; AID 1918, 2009;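 active = signal ratio slope over the read window, or its plate-corrected B-score, at least 3 SD from the plate mean, either direction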;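 also: B-score of the F/F0 ratio slope over 7 to 12 s after thallium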
Target sequence (P48048 whole entry, looked up): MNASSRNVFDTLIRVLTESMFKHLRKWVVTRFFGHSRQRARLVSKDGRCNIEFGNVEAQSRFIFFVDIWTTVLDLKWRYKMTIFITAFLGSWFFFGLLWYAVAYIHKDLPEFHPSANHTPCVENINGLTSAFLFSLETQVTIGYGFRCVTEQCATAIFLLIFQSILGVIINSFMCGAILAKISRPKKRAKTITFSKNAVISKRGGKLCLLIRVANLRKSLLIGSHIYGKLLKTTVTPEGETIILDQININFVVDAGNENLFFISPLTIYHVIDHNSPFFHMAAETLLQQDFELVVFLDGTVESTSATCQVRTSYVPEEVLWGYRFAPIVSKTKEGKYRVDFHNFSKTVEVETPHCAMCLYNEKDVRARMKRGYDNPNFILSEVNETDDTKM
STAT1 act: STAT1 signaling activators, primary screen, cell-based, HTS, luciferase reporter | 200,000 tested, 2.6% active | NIH 3T3 STAT1-luciferase reporter, IFN-gamma, luminescence; 100% = IFN-gamma alone, no compound | activation (% of control), % at 5.5 µM;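 active = activation above the screen-wide mean activation plus 3 SD, cut at about 130% in these data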;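 also: raw ratio to IFN-gamma control signal so 100% means no change and 0% no light; values of inactives mirror those of a sister screen read the other way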
NF-kB neuron act: activators of NF-kB expression in neurons, primary screen, cell-based, HTS. human neuronal cells, NF-kB reporter expression; hits give high values. fold change at 12.5 µM. 190,000 tested, 1.6% active. AID 1239, 2008; in the data active = fold change above about 3.3
STAT3 inh: IL-6 driven STAT3 reporter inhibitors, primary screen, U3A cells, luciferase, luminescence, MLSCN library; IL-6 STAT3-luciferase reporter; host cell line lacks STAT1; inhibition, % at 5.5 µM; 190,000 tested, 0.89% active; AID 862, 2007;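 active = inhibition above the mean inhibition across all screened compounds plus 3 SD, cut at about 44% in these data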;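 also: 0% = DMSO only wells and 100% = 100 µM nifuroxazide control wells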
STAT1 inh: STAT1 signaling inhibitors, primary screen, cell-based, HTS, luciferase reporter; 200,000 tested, 0.35% active; NIH 3T3 STAT1-luciferase reporter, IFN-gamma, luminescence; inhibition, % at 5.5 µM;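 active = inhibition above a set limit, the mean inhibition across all tested compounds plus 3 SD, cut at about 34% in these data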;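 also: 0% = IFN-gamma with DMSO and 100% = IFN-gamma with 300 µM nifuroxazide; values of inactives mirror those of a sister screen read the other way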
STAT3 activator: IL-6 driven STAT3 reporter potentiators, primary screen, U3A cells, luciferase, luminescence, MLSCN library. activation (% of control), % at 5.6 µM. IL-6 STAT3-luciferase reporter; 100% = signal with IL-6 EC80 alone. 190,000 tested, 0.91% active. AID 871, 2007;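 active = activation above the screen-wide mean of compound activation plus 3 SD, cut at about 130% in these data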;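 also: 0% = background luminescence of wells with medium and substrate only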
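Detection: reporter luminescence signal / Assay system: STAT1-lacking human U3A cells, STAT3 luciferase reporter / Incubation: compound pre-incubation 1 h before IL-6, then 6 h stimulation at 37 °C / Control set: IL-6-only high control / Read-out: % activation relative to IL-6 control / Probe or stimulus: Interleukin-6, 33 ng/mL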
* marks the source's active call; other numbers are inactive results; . = not tested or not shown.

Compound,APP 5UTR inh,FLuc act counter,FLuc inh counter,APP 5'UTR act,ROMK primary,STAT1 act,NF-kB neuron act,STAT3 inh,STAT1 inh,STAT3 activator
CCC(C(=O)Nc1nnc(-c2ccco2)s1)c1ccccc1 (stereo unspecified),-8,1.1,-10,8,.,112,1.3,10,-13,95
On1cnnc1-c1ccccc1,-10,1,-1,10,1,103,1,9,-3,99
COC(=O)c1ccc(C(=O)OC)c(NC(=O)CCc2ccc(C)o2)c1,2,1,-1,-2,.,101,1,12,-1,92
CCCN1CCN(S(=O)(=O)c2ccc(OC)c(Br)c2)CC1,5,1,-1,-5,-0.72,110,1.3,8,-11,96
O=C(COC(=O)Cc1ccc(Cl)cc1)Nc1c(F)cccc1F,5,1.1,-10,-5,-0.27,98,1.3,6,4,99
CCC(=O)N(CC)C1=C(O)c2ccccc2C(=O)C1=O,-5,1,2,5,.,96,0.94,-8,5,111
O=C(CNC(=O)c1ccc(Oc2ccccc2)cc1)OC1CCCCC1=O (stereo unspecified),-5,1,2,5,-1.9,102,1.1,1,-2,97
COc1ccc(/C=N/NC(=O)c2ccccc2O)cc1Cn1cc(Cl)cn1,-18,1,-1,18,.,100,1.2,10,1,99
O=C(NCc1ccco1)C1CCCN(S(=O)(=O)c2ccc(-n3cnnn3)cc2)C1 (stereo unspecified),1,1.1,-7,-1,0.46,89,0.91,5,11,99
CN(C)c1nccc(Nc2ccccc2)c1C#N,11,1,0,-11,.,109,1.3,10,-7,93
COc1ccc(CNC(=O)CSc2nnc(-c3ccc(NC(C)=O)cc3)n2C)cc1,16,1,1,-16,.,100,1.3,-5,0,108
COc1ccc(OC)c(-c2cc(C(=O)N3CCN(c4ccccc4)CC3)no2)c1,-10,1,-5,10,.,101,0.97,4,-1,101
O=C(NCC(=O)N(c1ccc2c(c1)OCCO2)C(C(=O)NC1CCCC1)c1ccco1)c1ccco1 (stereo unspecified),-6,1.1,-6,6,.,104,0.41,2,-4,100
CC1=C(C(=O)NCc2ccccc2)C(c2ccccc2OCC(N)=O)NC(=O)N1 (stereo unspecified),-3,1,-1,3,0.51,97,1.3,1,4,103
Cc1cccc(C(CC(=O)NCCc2ccccc2)c2ccccc2)c1O (stereo unspecified),2,1.1,-6,-2,-0.97,89,1.1,1,8,103
O=C(c1sc2ccccc2c1Cl)N(Cc1cccs1)C1CCS(=O)(=O)C1 (stereo unspecified),11,1,-1,-11,.,102,1,3,-2,102
CCOC(=O)N/N=C(\C)c1cccs1,-40,1,0,40,0.8,114,1.6,5,-15,100
CCOC(=O)c1cnn(-c2nc(C)cc(C)n2)c1N,7,1,2,-7,.,98,1.2,16,2,89
O=C(O)Cn1cc(/C=C2/SC(=O)N(CC(=O)N3CCCCCC3)C2=O)c2ccccc21,0,1,-2,0,0.17,95,1.2,-2,5,108
CCc1ccccc1NC(=S)N(CCN1CCOCC1)C1CCN(C(C)=O)CC1,-14,1,-4,13,-0.89,95,1.1,6,4,106
Fc1cccc(Cl)c1CSc1nnc(CNc2ccccc2)o1,-15,1,0,15,0.055,105,1.4,7,-7,100
C=CCN1C(=O)S/C(=C/c2ccc(Sc3nc4ccccc4[nH]3)o2)C1=O,12,1.1,-7,-12,-0.46,94,0.89,8,7,91
Cc1noc(NS(=O)(=O)c2ccc(NC(=O)CCC3CCCC3)cc2)c1C,5,1,-1,-5,1.1,102,1,-7,-4,107
C=C1C(C(=O)Nc2ccc(F)cc2)C1C(=O)Nc1ccc(F)cc1 (stereo unspecified),-10,1,0,10,0.23,94,0.96,14,5,90
Cc1cccc(/C=C2\CCC(C3CCCC3)C2=O)c1 (stereo unspecified),-37,0.9,8,37,-0.31,91,2.1,7,10,98
O=C(Cn1c(SCc2ccccc2)nc2ccccc21)N1CCOCC1,-20,1.1,-7,19,.,106,1.2,0,-6,102
CCOC(=O)c1ccc(N/C(=N\S(=O)(=O)c2ccccc2C)c2ccccc2)cc1,7,1.1,-7,-7,.,100,0.84,22,0,90
Cc1ccc(CNc2nc3c([nH]2)c(=O)n(C)c(=O)n3C)cc1,-13,1,-1,13,-0.89,75,1.2,25,27,85
CCOC(=O)N1CCN(c2c(N3CCc4ccccc4C3)c(=O)c2=O)CC1,12,1,-4,-12,.,96,1.4,-4,5,104
COc1ccc(OC)c(-n2c(C)nc3cc(C(=O)O)ccc32)c1,-2,1,-3,2,1.2,107,0.92,-4,-7,105
O=C(CCc1ccccc1)C(=O)N1CCCC(C(=O)c2cccc(Cl)c2)C1 (stereo unspecified),3,1.1,-7,-3,-0.71,100,1.1,-6,-2,107
CCS(=O)(=O)n1nc(-c2ccc(Cl)cc2)nc1SC,-53,1,-1,53,.,119,2.1,2,-22,100
C=C(C)C1CC=C(C)/C(=N\NC(=O)CNc2ccccc2OC)C1 (stereo unspecified),-2,1.1,-5,2,-0.7,90,1.4,3,11,101
O=C(c1ccco1)N1CCN(c2ncccn2)CC1,.,1,-3,.,.,110,1.2,12,-11,98
CCc1nnc(NC(=O)CCC(=O)NCC2CCCO2)s1 (stereo unspecified),-15,1.1,-6,15,0.29,96,1.1,-1,4,103
Cc1ccc(S(=O)(=O)/N=C(/c2ccccc2)N(C)c2ccc(O)cc2)cc1,-29,1,-5,29,.,98,1.2,0,1,101
CC(Oc1ccccc1)C(=O)OCC(=O)N1CC(=O)Nc2ccccc21 (stereo unspecified),24,1,-3,-24,0.62,103,1.2,-12,-5,111
CC1(C(=O)NCc2cccnc2)CCC(=O)N1Cc1cccs1 (stereo unspecified),23,1.1,-6,-23,.,103,1,-2,-2,102
CSc1nncc(/C(C)=N\Nc2ccccc2)n1,-6,1,-3,6,.,115,1,21,-16,86
CCOC(=O)c1sc(NC(=O)Nc2ccc(Cl)cc2)cc1C,-38,1,5,38,.,103,1.3,11,-3,96
CCc1nc(SCC(=O)NCC2CCCO2)c2oc3ccccc3c2n1 (stereo unspecified),-2,1,2,2,-0.64,90,0.77,9,11,98
Cc1ccc(C(C)C)c(OCC(=O)NNC(=O)C(C(C)C)N2C(=O)c3ccccc3C2=O)c1 (stereo unspecified),2,1,-3,-2,.,104,1.2,-16,-4,112
Cc1noc(NS(=O)(=O)c2ccc(NC(=O)COc3ccc(Cl)cc3Cl)cc2)c1C,-7,1,1,7,1.5,111,1.4,-8,-12,110
O=C(Nc1cccc(S(=O)(=O)N2CCOCC2)c1)c1ccc2c(=O)n3c(nc2c1)CCCCC3,5,1,-1,-5,0.042,83,0.48,27,19,79
CS(=O)(=O)N(CCc1ccccc1)CC(=O)N1CCCCC1,9,1.1,-8,-9,.,93,0.97,10,8,95
Cc1nn(Cc2ccc(F)cc2)c(C)c1NC(=O)c1cc2ncc(Br)cn2n1,-8,1.1,-5,8,.,98,1.1,-1,0,104
O=c1cc(-c2ccccc2)nc(N2CCN(Cc3ccccc3)CC2)[nH]1,10,1.1,-8,-11,.,95,0.91,-24,6,121
COc1ccc2oc(=O)c(C(=O)NCc3ccc4c(c3)OCO4)cc2c1,-6,1,-1,6,.,110,1.1,11,-10,93
COCC(=O)N1CCC(n2nnc3cc(C(F)(F)F)ccc32)CC1,15,1.1,-9,-15,-0.28,100,0.97,-5,-2,106
Cc1c(NC(=O)COC(=O)c2ccc(S(=O)(=O)N3CCOCC3)cc2)c(=O)n(-c2ccccc2)n1C,0,1,-4,0,-1.1,102,1,-3,-4,106
NC(=O)c1ccsc1NC(=O)C1CCCCC1,-4,1.1,-6,4,.,101,1.4,19,-1,91
C[C@@H]1C=C(C(=O)N2CCN(Cc3ccccc3)CC2)O[C@H](OCc2ccc(CO)cc2)C1,16,1.1,-7,-16,.,101,1.3,.,0,.
O=S(=O)(NCCc1nnc2ccc(SCc3cccnc3)nn12)c1ccccc1,5,1,-2,-5,1.6,89,0.99,15,13,92
Cc1cccc(OCC(=O)O/N=C(\N)c2ccccn2)c1C,-72,0.7,27,72,.,138*,2.2,-1,-43,104
O=C(c1cc([N+](=O)[O-])ccc1Cl)N1CCN(Cc2ccc3c(c2)OCO3)CC1,-13,1.1,-6,13,0.72,96,1.2,-3,2,108
O=C(CNC(=O)c1cc2ccccc2o1)NCc1cccs1,4,1.1,-6,-3,.,104,1.3,-5,-5,105
CCSc1nc(N2CCOCC2)c2c(c1C#N)CC(C)(C)N(C)C2,10,1,-4,-10,-2.4,103,1,1,-4,105
Oc1ccc(CN2CCCCC2)c2cccnc12,88*,1.1,-6,-88,0.036,99,11*,4,-1,100
CCCCC1C2=C(CC(C)(C)CC2=O)OC2=C1C(=O)CC(C)(C)C2,0,1.1,-6,0,.,97,0.89,28,3,79
O=[N+]([O-])c1ccc(N2CCCCC2)s1,0,1,0,0,-0.057,99,1.7,2,-1,100

(continued)
Compound,APP 5UTR inh,FLuc act counter,FLuc inh counter,APP 5'UTR act,ROMK primary,STAT1 act,NF-kB neuron act,STAT3 inh,STAT1 inh,STAT3 activator
CCCC(=O)N(CCN(Cc1ccccc1)C(=O)CCC)Cc1ccccc1,-10,1.1,-6,10,.,105,0.87,3,-5,107
Cc1ccc(NC(=O)c2ccnc(C(C)(C)C)c2)cc1,-55,1,-2,55,-0.11,122,1.8,9,-24,95
Cc1cccc(NC(=S)NCCSc2ccc(Cl)cc2)c1,-13,1,-4,13,0.16,101,1.3,23,-3,83
CO/N=C/NC(=O)c1c(OC)ccnc1Oc1ccc(Cl)cc1,6,1,-2,-6,.,102,1.1,9,0,100
C=CC1=C(C(=O)O)N2C(=O)C(NC(=O)Cc3ccccc3)C2SC1 (stereo unspecified),4,1.1,-6,-4,1.4,100,1.2,5,0,101
C=CCNC(=S)NNc1ncnc2sc3c(c12)CC(C)(C)OC3,-2,1.1,-8,2,.,97,1.1,4,4,97
COc1ccc(NC(=O)c2c(N)no[n+]2[O-])cc1,18,1,-2,-18,0.44,115,1.6,14,-17,94
Cc1cc(C)nc(SCC(=O)c2ccc([N+](=O)[O-])cc2)n1,-1,1,-4,1,.,101,1.2,16,-2,91

A draw from above in order of molar mass, low to high:
Compound,APP 5UTR inh,FLuc act counter,FLuc inh counter,APP 5'UTR act,ROMK primary,STAT1 act,NF-kB neuron act,STAT3 inh,STAT1 inh,STAT3 activator
O=C(c1ccco1)N1CCN(c2ncccn2)CC1,.,1,-3,.,.,110,1.2,12,-11,98
CCSc1nc(N2CCOCC2)c2c(c1C#N)CC(C)(C)N(C)C2,10,1,-4,-10,-2.4,103,1,1,-4,105
O=C(c1cc([N+](=O)[O-])ccc1Cl)N1CCN(Cc2ccc3c(c2)OCO3)CC1,-13,1.1,-6,13,0.72,96,1.2,-3,2,108
